# Source: PubChem (several laboratories)
# NR2E3 ag-1 = inhibitors of NR2E3-RetCOR corepressor binding, primary screen, NR2E3 agonist project, biochemical, TR-FRET, GST-NR2E3, biotin-RetCOR; Photoreceptor-specific nuclear receptor (Homo sapiens), Q9Y5X4; 1536-well; inhibition of corepressor binding, % at 4.78 µM; 320,000 tested, 0.12% active; AID 2300, 2010;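 active = percent inhibition above the cutoff of mean plus 3 SD of all tested compounds, set per screening campaign, cut at about 20% in these data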;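 also: 0% = DMSO wells and 100% = biotin wells as full block of FRET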
# Target sequence (Q9Y5X4 whole entry, looked up): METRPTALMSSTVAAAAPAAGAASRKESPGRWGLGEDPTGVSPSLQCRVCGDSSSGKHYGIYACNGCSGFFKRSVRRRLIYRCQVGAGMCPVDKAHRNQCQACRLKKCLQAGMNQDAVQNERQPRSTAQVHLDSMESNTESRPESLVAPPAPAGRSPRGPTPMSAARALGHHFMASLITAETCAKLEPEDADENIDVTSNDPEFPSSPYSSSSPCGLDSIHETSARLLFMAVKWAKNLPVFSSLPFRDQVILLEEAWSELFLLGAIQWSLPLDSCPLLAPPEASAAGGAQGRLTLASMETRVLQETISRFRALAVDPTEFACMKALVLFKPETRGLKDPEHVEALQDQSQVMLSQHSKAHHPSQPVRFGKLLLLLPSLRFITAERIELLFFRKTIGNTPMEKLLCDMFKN
#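 Format: 1536-well format; test system: GST-NR2E3 and biotin-RetCOR proteins; read-out basis: percent inhibition of TR-FRET ratio; timing: 5 h incubation at 4 °C; detection: time-resolved FRET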
# HIF-2a inh = HIF-2a reporter inhibitors, primary screen, luminescence, 786-0 RCC cells; 786-0 RCC cells HIF-2a reporter, luciferase luminescence, overnight; inhibition, % at 18.8 µM; 360,000 tested, 0.72% active; AID 624352, 2012;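 active = inhibition of the luminescence signal of 40% or more relative to plate controls, in a single-dose primary screen at 18.75 µM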
# m5-HT2A agonist = mouse Htr2a agonists via beta-arrestin recruitment, primary screen, cell-based, luminescence; 5-hydroxytryptamine receptor 2A (Mus musculus), P35363; CHO-K1 mHTR2A beta-arrestin complementation; percent of 30 µM serotonin response; activation, % at 7.6 µM; 360,000 tested, 0.66% active;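 active = activation above a run cutoff, the mean activation of all tested compounds plus 3 SD, cut at about 14% in these data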;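 also: 0% = plate median of compound wells and 100% = 30 µM serotonin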
# Target sequence (P35363 whole entry, looked up): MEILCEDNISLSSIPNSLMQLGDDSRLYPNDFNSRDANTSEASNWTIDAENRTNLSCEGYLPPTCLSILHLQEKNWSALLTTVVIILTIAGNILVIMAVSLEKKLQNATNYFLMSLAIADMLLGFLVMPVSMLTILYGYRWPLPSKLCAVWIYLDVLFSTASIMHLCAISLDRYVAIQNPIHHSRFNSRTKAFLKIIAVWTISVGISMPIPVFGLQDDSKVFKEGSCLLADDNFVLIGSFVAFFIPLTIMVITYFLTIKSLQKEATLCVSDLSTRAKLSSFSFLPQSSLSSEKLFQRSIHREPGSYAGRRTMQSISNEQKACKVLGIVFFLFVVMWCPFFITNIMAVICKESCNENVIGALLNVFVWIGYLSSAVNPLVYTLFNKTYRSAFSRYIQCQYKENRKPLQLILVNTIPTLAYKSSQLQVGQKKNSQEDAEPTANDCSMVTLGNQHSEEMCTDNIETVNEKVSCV
# NR2E3 ag-2 = NR2E3 agonists in two-hybrid cells, primary screen, cell-based, luminescence, CHO-S, Gal4-NCOR/VP16-NR2E3; Photoreceptor-specific nuclear receptor (Homo sapiens), Q9Y5X4; luciferase; inhibition of corepressor binding, % at 3.98 µM; 360,000 tested, 0.35% active; AID 602229, 2012;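 active = inhibition above the mean of all tested compounds plus 3 SD, cut at about 70% in these data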;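 also: 0% = DMSO with NR2E3 transfected cells and 100% = cells lacking NR2E3 construct; higher means lower luciferase signal from less NR2E3 corepressor binding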
# Cardio protect = cardioprotection against H2O2-induced cell death, primary screen, uHTS, H9c2 cells, ATPLite luminescence; 360,000 tested, 0.63% active; protection from H2O2 cell death, % at 20 µM; H9c2 cardiomyocytes, H2O2 injury protection, 2 h;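 active = compounds giving at least 50% protection of heart cells from peroxide-induced death in the single-dose screen, raw or plate-pattern-corrected value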;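 also: 0% = DMSO wells with peroxide and 100% = DMSO wells without peroxide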
# PDI turbidity = inhibitors of human PDI, primary screen, biochemical, turbidity, single point, plate reader; inhibition, % at 10 µM; PDI insulin aggregation turbidity, A650, 90 min; 350,000 tested, 0.052% active;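 active = mean inhibition across replicates of 30% or more, whatever share of single replicates reach that level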;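 also: absorbance from insulin aggregation driven by PDI reduction with DTT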
# Shn3 inh set2 = reduction of Shn3 3'UTR firefly luciferase signal, primary screen, Schnurri-3 inhibitor project, cell-based, Clone20 osteoblasts, set 2 | Clone20 osteoblast Shn3 3'UTR firefly luciferase, 24 h | inhibition, % at 12.5 µM | 360,000 tested, 0.52% active;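 active = mean inhibition of at least 75% with every replicate also reaching 75%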;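 also: 0% = median of neutral control wells and 100% = pilot-screen positive control compound; some compounds past the cut are filed as inactive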
# Peg3 prom inh = Peg3 promoter-driven luciferase inhibitors, primary screen, cell-based, HeLa, luciferase luminescence; 360,000 tested, 1.7% active; AID 588405, 2011; HeLa PEG-Prom luciferase reporter, overnight; inhibition, % at 20 µM;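 active = inhibition of at least 50% at 20 µM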
# MITF TRPM1 inh = inhibitors of MITF-dependent TRPM1 promoter reporter, primary screen, cell-based, SK-MEL-5, single point, luciferase; SK-MEL-5 TRPM1 promoter luciferase, 24 h; inhibition, % at 12.5 µM; 330,000 tested, 0.83% active; AID 488899, 2010;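 active = mean inhibition across replicates of 60% or more, whatever share of single replicates reaches that level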; also: values of inactives mirror those of a sister screen read the other way
# iPSC survival up = enhancers of single-cell hiPSC survival, primary screen, ATPlite luminescence. 360,000 tested, 0.044% active. 100% = ROCK inhibitor wells, 0% = DMSO. survival enhancement, % at 20 µM. AID 602274, 2012; in the data active = survival enhancement above about 18%;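 also: cells exposed to compounds for 16 hours before the ATP read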
# CaV13 FRET inh = Disruptors of the CACNA1D IQ motif to Ca2+-dependent inactivation inhibitor domain association, primary screening, Förster resonance energy transfer in intact living …; inhibition, % at 12.3 µM; HEK cells, CFP/YFP FRET ICDI-IQ, plate reader, 10 min; percent FRET-ratio fall versus neutral wells; 340,000 tested, 0.098% active;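 active = mean replicate inhibition of at least 30% and at least 1% of replicates passing that level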;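 also: 0% = median of the neutral control wells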
# An asterisk follows results filed as active; / = not tested or not shown.
SMILES,NR2E3 ag-1,HIF-2a inh,m5-HT2A agonist,NR2E3 ag-2,Cardio protect,PDI turbidity,Shn3 inh set2,Peg3 prom inh,MITF TRPM1 inh,iPSC survival up,CaV13 FRET inh
CN(C1CCCCC1)S(=O)(=O)c1ccc2c(c1)c(=O)c(C(=O)NCCCN1CCCC1)cn2C,0,10,-2,-34,20,/,-35,-16,-7,2.7,-11
CC(NC(=O)CCC(=O)Nc1ccccc1O)c1ccccc1 (stereo not given),2,11,4,-19,-2,-1,-6,7,/,-0.1,-4
COc1ccc(C(NC(=O)C2CCN(Cc3cc(OC)cc(OC)c3)CC2)c2ccccn2)cc1 (stereo not given),/,0,-10,8,-3,4,-7,-9,/,-3.4,-4
COc1ccc2ccccc2c1/C=N/NC(=O)c1cccc([N+](=O)[O-])c1,-2,25,-5,-37,2,-8,9,5,0,1.6,-14
CCOC(=O)[C@@H]1[C@H]2COc3ccc(Br)cc3[C@H]2N2C(=O)N(c3ccc(C)cc3)C(=O)[C@]12C,5,17,-4,-18,0,2,-21,13,7,1.0,-9
COc1ccc(CC(=O)Nc2ccc(-c3ccc4nnc(C)n4n3)cc2)cc1OC,-2,-101,3,-45,5,-1,-32,-33,8,-0.4,-5
N#CCOc1nc(N2CCCCC2)nc(N2CCCCC2)n1,4,5,6,-14,-3,14,22,14,9,-0.6,-3
COc1ccc(OC)c(-n2c(SCC(=O)Nc3cccc(S(N)(=O)=O)c3)nc3ccccc3c2=O)c1,1,17,-4,-20,2,1,9,11,3,0.0,-2
O=C(O)/C(=C\c1ccccc1OC(F)F)Sc1nnc(-c2ccc(F)cc2)o1,0,7,-2,-7,-6,6,0,4,-3,0.3,-3
C/C=C(\C)C(=O)Nc1cccc(C2=NOC3(C2)C[C@H](C(N)=O)N(C(=O)c2cc([N+](=O)[O-])cc([N+](=O)[O-])c2)C3)c1 (stereo not given in full),1,-4,1,-5,-1,-5,9,0,3,-0.9,-10
COc1cc(C2Nc3cccc4cccc(c34)N2)cc(OC)c1OC(C)=O,-4,3,5,-10,-35,-10,15,11,13,-1.5,/
Cc1cccn2c(=O)c3cc(C(=O)NCCN4CCOCC4)c(=N)n(CCCN4CCOCC4)c3nc12,1,6,-1,-10,-6,-1,-14,-4,-8,-0.4,16
COC(=O)c1ccccc1NS(=O)(=O)c1ccc(Cl)nc1,-6,14,2,6,7,2,2,11,-8,1.1,-3
Cc1ccc(-n2c(SCC(=O)N3CCCCC3)nc(O)cc2=O)cc1,3,16,3,-16,2,3,9,-8,10,-0.6,-14
COCCCNC(=S)N/N=C/c1cccc(OC)c1O,2,-14,1,13,0,7,/,-4,/,1.4,-21
CCc1ccc(NS(=O)(=O)c2ccc3oc(=O)ccc3c2)cc1,2,5,-3,3,-10,2,22,12,2,-0.7,-2
COc1ccccc1N1CCN(C2=Nc3cccc4cccc2c34)CC1,2,-242,-3,-148,-18,2,3,-187,-95,-3.4,-7
N#Cc1c(-c2ccccc2)cc(-c2ccccc2)nc1SCC(=O)NCC(=O)O,-1,13,0,-6,15,4,-9,20,-6,-0.8,-5
CCOC(=O)c1c(Cc2ccc(Cl)cc2)c[nH]c1C,-3,-196,-8,-103,-8,6,-47,-190,-31,-0.5,1
COc1cc(OC)c(-c2nc3c[n+](CC(=O)c4ccccc4)ccc3n2C)cc1OC,2,-1,4,-17,5,5,-11,-14,15,-0.3,-6
C=CC[C@@H](CC(=O)NCCO)C(=O)N[C@@H](C)COC(=O)[C@H](CC=C)CC(=O)OC(C)(C)C,/,-1,-1,3,6,-8,13,-1,1,0.5,-3
O=C(CN1c2cccc3cccc(c23)S1(=O)=O)Nc1ccc(S(=O)(=O)N2CCOCC2)cc1,0,9,-4,-11,6,-5,-2,17,-3,1.9,-6
O=C(c1ccccc1)c1ccc(C(=O)N2CCN(c3ccccc3)CC2)cc1,/,-22,-9,2,0,-5,-6,-27,6,-0.6,/
O=C1C=C(/C=C/C2C=CC=CC2)C[C@@H](c2ccc(Cl)cc2)C1 (stereo not given in full),0,-100,-5,-5,-6,-2,-38,-68,-13,0.9,3
COc1ccc(Cc2nnc(SCC(=O)N(c3ccccc3)C(C)C)n(N)c2=O)cc1,4,6,2,10,-2,5,10,6,4,1.2,-16

# Rewritten as tab-separated lines: entries from further up
smiles	NR2E3 ag-1	HIF-2a inh	m5-HT2A agonist	NR2E3 ag-2	Cardio protect	PDI turbidity	Shn3 inh set2	Peg3 prom inh	MITF TRPM1 inh	iPSC survival up	CaV13 FRET inh
COc1ccc(Cc2nnc(SCC(=O)N(c3ccccc3)C(C)C)n(N)c2=O)cc1	4	6	2	10	-2	5	10	6	4	1.2	-16
COc1ccc(CC(=O)Nc2ccc(-c3ccc4nnc(C)n4n3)cc2)cc1OC	-2	-101	3	-45	5	-1	-32	-33	8	-0.4	-5

# (further entries)
SMILES,NR2E3 ag-1,HIF-2a inh,m5-HT2A agonist,NR2E3 ag-2,Cardio protect,PDI turbidity,Shn3 inh set2,Peg3 prom inh,MITF TRPM1 inh,iPSC survival up,CaV13 FRET inh
CCOC(CNC(=O)c1ccc2c(c1)nc(C)n2-c1cccc(F)c1)OCC,2,4,3,4,1,-4,-11,10,9,1.0,-7
Cc1nc2oc3ccccc3c(=O)c2c(=O)n1Cc1ccccc1,-5,8,3,-5,-2,2,6,-8,3,0.1,-6
CCCCN1CC(N2CCN(Cc3ccccc3)CC2)CS1(=O)=O (stereo not given),/,0,-4,0,-2,/,-1,-13,/,5.2,-6
CC(=O)Nc1ccc(S(=O)(=O)N(C)CC(=O)OCC(=O)NC(C)C23CC4CC(CC(C4)C2)C3)cc1 (stereo not given),0,12,1,8,44,-11,-3,8,-2,2.7,-19
CNC(=O)c1ccc(-n2cccn2)nc1,2,-6,1,22,8,-4,1,-17,-9,0.3,-1
CCN(CC)S(=O)(=O)c1ccc(N2CCOCC2)c(NC(=O)COc2ccc(OC)cc2)c1,-2,9,-7,-9,-4,-3,10,3,4,0.1,-17
CCOC(=O)/C=C(C)\C=C\c1c[nH]c2ccccc12,-3,-128,-5,-27,-6,-2,-4,-81,-30,0.2,-4
COc1ccc(CCNC(=O)CN(c2ccccc2OC)S(=O)(=O)c2ccc(C)cc2)cc1,4,-5,4,-19,4,13,17,13,5,2.3,/
COc1ccc2c(CC(=O)NC(Cc3ccc(Cl)cc3)C(=O)O)cc(=O)oc2c1C (stereo not given),/,-1,11,-10,2,-1,-5,5,2,0.5,-3
CC(C)(C)c1nc(N2CCN(C(=O)c3ccco3)CC2)c2nnn(Cc3ccccc3)c2n1,1,-21,0,11,-11,4,41,19,1,-0.1,-5
C/C(=N/NC(=O)c1cc(C(C)C)[nH]n1)c1cccs1,3,-33,-3,-87,-11,-3,-21,-35,-6,-2.2,/
CCOC(=O)CCCNC(=O)c1cncc(O)c1,1,4,-1,-26,0,5,6,10,0,-0.6,-4
NC(=O)c1ccc(NC(=O)CNC(c2ccccc2)c2ccccc2)cc1,-5,16,-4,13,-2,-1,3,-20,-8,-0.2,-19
CSc1nc2ccccc2n1CC(=O)Nc1ccc(C)c(C)c1,4,9,2,-8,4,2,3,20,7,-1.1,-5
O=c1c(Cl)c(N2CCN(c3ccccc3)CC2)cnn1C12CC3CC(CC(C3)C1)C2,0,13,0,17,-4,-4,-6,25,9,-1.7,-19
C#CCOCCOCCOCCNc1nc(N2CCN(C(=O)[C@H]([C@@H](C)CC)n3cc([C@@H](N)Cc4ccc(O)cc4)nn3)CC2)nc(N2CCN(C(=O)[C@H]([C@@H](C)CC)n3cc([C@@H](N)Cc4ccc(O)cc4)nn3)CC2)n1,1,3,-2,-26,-2,16,-29,2,5,-3.6,-5
Cc1nc2ccc(NS(=O)(=O)c3ccc(F)c(C)c3)cc2[nH]1,-1,20,0,-13,-19,13,64,17,2,0.0,-10
Nc1c(Cl)cc(-c2csc(N3CCCC3c3nc4cc(Cl)c(Cl)cc4n3CCCO)n2)cc1Cl (stereo not given),4,9,-1,-4,-2,-6,23,-24,7,2.9,-9
Cc1cccc(C(=O)NC2CCN(S(=O)(=O)c3ccccc3)CC2)c1,1,-5,5,-2,11,2,12,-14,12,-0.6,4
COc1cccc(CNc2ccc(S(N)(=O)=O)cc2)c1OCc1ccccc1F,-5,14,-5,-14,-8,-1,58,26,0,-0.2,-15

# In the list so far, these contain an aryl thioether with sulfur outside any ring:
SMILES,NR2E3 ag-1,HIF-2a inh,m5-HT2A agonist,NR2E3 ag-2,Cardio protect,PDI turbidity,Shn3 inh set2,Peg3 prom inh,MITF TRPM1 inh,iPSC survival up,CaV13 FRET inh
COc1ccc(OC)c(-n2c(SCC(=O)Nc3cccc(S(N)(=O)=O)c3)nc3ccccc3c2=O)c1,1,17,-4,-20,2,1,9,11,3,0.0,-2
O=C(O)/C(=C\c1ccccc1OC(F)F)Sc1nnc(-c2ccc(F)cc2)o1,0,7,-2,-7,-6,6,0,4,-3,0.3,-3
Cc1ccc(-n2c(SCC(=O)N3CCCCC3)nc(O)cc2=O)cc1,3,16,3,-16,2,3,9,-8,10,-0.6,-14
N#Cc1c(-c2ccccc2)cc(-c2ccccc2)nc1SCC(=O)NCC(=O)O,-1,13,0,-6,15,4,-9,20,-6,-0.8,-5
COc1ccc(Cc2nnc(SCC(=O)N(c3ccccc3)C(C)C)n(N)c2=O)cc1,4,6,2,10,-2,5,10,6,4,1.2,-16
CSc1nc2ccccc2n1CC(=O)Nc1ccc(C)c(C)c1,4,9,2,-8,4,2,3,20,7,-1.1,-5
